Screening results deposited in PubChem BioAssay by several laboratories.
GalR3 antagonist – antagonists of human GalR3; O60755; HEK293 GalR3-CNG cAMP membrane potential fluorescence; galR3 body fused to GalR1 C-terminus; inhibition, % at 3 µM; 360,000 compounds, 0.44% hits;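 active means inhibition above the screen-wide average plus 3 SD, cut at about 13% in these data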;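 further: forskolin and galanin both at EC90 stimulate the cells; cAMP rise reported by CNG channel membrane potential dye signal; 0% = forskolin plus galanin with DMSO and 100% = forskolin alone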
Target sequence (O60755 1-299 limits assumed): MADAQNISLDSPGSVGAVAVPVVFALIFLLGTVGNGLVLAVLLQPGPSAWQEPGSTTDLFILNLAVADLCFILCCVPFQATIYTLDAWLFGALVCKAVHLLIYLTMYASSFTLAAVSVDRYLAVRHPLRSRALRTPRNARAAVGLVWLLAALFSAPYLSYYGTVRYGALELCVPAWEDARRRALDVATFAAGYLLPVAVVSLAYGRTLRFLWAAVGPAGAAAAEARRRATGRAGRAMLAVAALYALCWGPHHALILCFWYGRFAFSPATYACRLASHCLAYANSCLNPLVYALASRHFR
OXTR agonist – agonists of human oxytocin receptor. activation, % at 3 µM. 320,000 compounds, 0.32% hits. CHO-OTR cells, Fluo-8 calcium fluorescence; normalized: DMSO 0%, oxytocin 100%. P30559;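 active means activation above the mean of all tested compounds plus 3 SD, cutoff set per screening run, cut at about 20% in these data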;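 further: peak over basal fluorescence ratio from a 100 s FLIPR kinetic read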
Target sequence (P30559 whole entry, looked up): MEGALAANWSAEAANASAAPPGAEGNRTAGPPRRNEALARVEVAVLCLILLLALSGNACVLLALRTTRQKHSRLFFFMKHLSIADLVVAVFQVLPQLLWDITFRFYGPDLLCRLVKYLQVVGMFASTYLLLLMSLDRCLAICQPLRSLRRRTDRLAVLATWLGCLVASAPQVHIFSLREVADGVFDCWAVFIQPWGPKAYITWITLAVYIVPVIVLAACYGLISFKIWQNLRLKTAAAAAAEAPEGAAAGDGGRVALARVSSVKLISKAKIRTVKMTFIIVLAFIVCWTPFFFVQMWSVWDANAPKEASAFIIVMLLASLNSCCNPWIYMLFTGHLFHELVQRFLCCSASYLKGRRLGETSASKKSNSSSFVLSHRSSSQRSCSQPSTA
M18AAP inhibitor – blocks P. falciparum M18 aspartyl aminopeptidase. recombinant PfM18AAP, H-Glu-NHMec fluorogenic cleavage. inhibition, % at 7.35 µM. 290,000 compounds, 1.2% hits;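 active means inhibition above the campaign mean inhibition over all tested compounds plus 3 SD, cut at about 28% in these data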;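 further: 0% = plate median of test compound wells and 100% = 2 mM ZnCl2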
GPR7 antag – human neuropeptides B/W receptor 1 antagonism; P48145; GPR7-expressing cells, fluorescence antagonist assay; inhibition, % at 4.4 µM; 290,000 compounds, 1.1% hits; AID 1861; in the data active means inhibition above about 16%, passing the limit was not always enough;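 further: cells stimulated with the agonist NPW; 0% = agonist with vehicle and 100% = vehicle without agonist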
Target sequence (P48145 whole entry, looked up): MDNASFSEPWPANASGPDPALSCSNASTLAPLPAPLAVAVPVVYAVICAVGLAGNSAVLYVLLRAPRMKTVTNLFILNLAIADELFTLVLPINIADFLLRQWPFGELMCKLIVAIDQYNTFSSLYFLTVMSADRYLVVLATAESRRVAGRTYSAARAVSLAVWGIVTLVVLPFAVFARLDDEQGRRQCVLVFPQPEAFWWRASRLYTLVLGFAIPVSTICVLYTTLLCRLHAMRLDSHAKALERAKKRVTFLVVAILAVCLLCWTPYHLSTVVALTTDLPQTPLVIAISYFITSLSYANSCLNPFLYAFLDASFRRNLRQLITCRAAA
MEKK2wt PB1 HTS – raises or lowers MEK5 binding to wildtype human MEKK2 PB1 domain; Q9Y2U5; bead flow cytometry, Alexa488-MEK5 binding to MEKK2 WT; actives lie on both sides; binding response (% of control), % at 10 µM; 290,000 compounds, 1.1% hits; AID 1531; in the data active means binding response below about 67% or above about 130%
V1aR counter – counter-screen for oxytocin receptor agonists: human V1a receptor agonists; P37288; CHO-V1R cells, Fluo-8 calcium fluorescence, agonist mode; 0% DMSO, 100% 3 nM vasopressin; activation, % at 3 µM; 320,000 compounds, 0.25% hits; AID 2797;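 active means activation above the mean activation of all tested compounds plus 3 SD, per screening run, cut at about 20% in these data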;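 further: signal is peak over basal fluorescence ratio across a 100 second FLIPR read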
OXTR potentiate – human OXTR potentiation; AID 2445; activation, % at 3 µM; P30559; 320,000 compounds, 0.061% hits; CHO-OTR cells, Fluo-8 calcium fluorescence, potentiator mode; 0% = oxytocin EC15, 100% = EC100;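 active means activation above that plate's cutoff, the mean activation of tested compounds plus 3 SD, cut at about 6.6% in these data, passing the limit was not always enough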;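 further: 100% uses oxytocin at 75 nM as the full agonist control; some results filed as inactive read as strong as hits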
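Assay system: CHO cell line stably expressing human OTR. Reagent: EC15 oxytocin agonist. Dosing: single dose, 3.0 µM nominal final compound concentration. Timing: compound 6 min at room temperature before oxytocin, 100 s read. Signal: kinetic Fluo-8 calcium fluorescence. Controls: oxytocin EC15 low and EC100 high.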
MEKK2mut PB1 HTS – signal of MEK5 binding to mutant human MEKK2 PB1 domain | bead flow cytometry, Alexa488-MEK5 binding to MEKK2 mutant | percent response, % at 10 µM | 290,000 compounds, 0.35% hits; in the data active means percent response above about 24%, passing the limit was not always enough; further: inactives centre near 1; some results filed as inactive read as strong as hits
NALP1 inh – inhibitors of NALP1 inflammasome in yeast. S. cerevisiae NALP1/ASC/caspase-1 growth, X-gal OD620, 72 h. inhibition, % at 10 µM. 280,000 compounds, 0.61% hits; in the data active means inhibition mostly above about 24%, no sharp cut-off; inactive means mostly below about 32%; further: some compounds called inactive have numbers as strong as hits
Starred values were filed as active, the others as inactive; x = not tested or not shown.

SMILES	GalR3 antagonist	OXTR agonist	M18AAP inhibitor	GPR7 antag	MEKK2wt PB1 HTS	V1aR counter	OXTR potentiate	MEKK2mut PB1 HTS	NALP1 inh
O=S(=O)(Nc1cccc(-c2cn3c(n2)SCC3)c1)c1ccccc1	-5	3.0	17	1	107	3.8	1	4	26
CCOC(=O)C(/C(C)=N/NC(=O)c1ccccc1[N+](=O)[O-])C(C)C (configuration not stated)	-5	0.7	4	-15	102	0.5	-3	4	-15
O=C(CC(c1ccccc1)c1ccccc1O)NCCN1CCOCC1 (configuration not stated)	-1	0.2	0	-2	112	0.8	-8	7	35
CC(NC(=O)C1CCN(S(=O)(=O)c2cccc3cccnc23)CC1)c1ccccc1 (configuration not stated)	1	1.5	-7	-5	107	-0.6	-11	-1	13
CN1C2CCC1CC(NC(=O)c1ccc([N+](=O)[O-])cc1)C2 (configuration not stated)	-2	1.0	-9	-4	104	1.2	0	12	16
Cc1ccc(-n2c(SCC(=O)OC(C)C)nnc2-c2ccco2)cc1	-5	-2.6	1	-2	99	-0.9	2	-3	10
COc1ccc(CCNc2nnc(C)c(=O)[nH]2)cc1OC	1	-0.1	-4	1	91	0.8	5	-5	4
C=CCn1c(C(O)c2ccccc2)nc2ccccc21 (configuration not stated)	-8	-1.1	-17	-4	109	-0.5	-4	3	12
Cc1nc(SCC(=O)Nc2ccc3c(c2)OCO3)c(C#N)c2c1CCCC2	-2	1.6	-6	-9	95	3.8	-12	3	13
CCc1cccc(NC(=O)Cn2c(-c3ccccc3)cc(C(C)=O)c2C)c1	-4	-2.2	-9	-6	100	1.8	-6	-1	32
Cc1cccc(NC(=O)N2CCCC(CNC(=O)c3ccccc3Cl)C2)c1C (configuration not stated)	-10	1.0	-4	-3	100	0.7	-3	0	4
Cn1c(=O)c2c(nc(NC(Cc3ccccc3)C(=O)O)n2Cc2ccccc2)n(C)c1=O (configuration not stated)	-1	-0.7	8	-8	105	-1.3	-1	9	7

Full records as entered above. Order of values: GalR3 antagonist, OXTR agonist, M18AAP inhibitor, GPR7 antag, MEKK2wt PB1 HTS, V1aR counter, OXTR potentiate, MEKK2mut PB1 HTS, NALP1 inh
Profile of O=S(=O)(Nc1cccc(-c2cn3c(n2)SCC3)c1)c1ccccc1 → -5, 3.0, 17, 1, 107, 3.8, 1, 4, 26
Profile of Cc1ccc(-n2c(SCC(=O)OC(C)C)nnc2-c2ccco2)cc1 → -5, -2.6, 1, -2, 99, -0.9, 2, -3, 10
Profile of CN1C2CCC1CC(NC(=O)c1ccc([N+](=O)[O-])cc1)C2 (configuration not stated) → -2, 1.0, -9, -4, 104, 1.2, 0, 12, 16
Profile of C=CCn1c(C(O)c2ccccc2)nc2ccccc21 (configuration not stated) → -8, -1.1, -17, -4, 109, -0.5, -4, 3, 12
Profile of CC(NC(=O)C1CCN(S(=O)(=O)c2cccc3cccnc23)CC1)c1ccccc1 (configuration not stated) → 1, 1.5, -7, -5, 107, -0.6, -11, -1, 13

Next part.
SMILES	GalR3 antagonist	OXTR agonist	M18AAP inhibitor	GPR7 antag	MEKK2wt PB1 HTS	V1aR counter	OXTR potentiate	MEKK2mut PB1 HTS	NALP1 inh
O=C(NCCOc1ccccc1Cl)C(=O)c1c[nH]c2ccccc12	-5	4.9	-3	-5	111	2.8	-5	0	-1
Cc1ccc(C(=O)Nc2ncc(Cc3ccc(F)cc3)s2)o1	-3	0.8	-3	-10	x	1.8	-3	x	11
CCCc1cc(C(=O)Nc2sc(C(C)=O)c(C)c2C(=O)OCC)no1	x	-0.6	-6	-13	104	0.0	-4	4	22
CCCCOC(=O)NC1CCS(=O)(=O)C1 (configuration not stated)	-1	4.8	1	8	99	0.6	-18	-1	5
CCC1CCCCN1CCCNC(=O)c1ccc(N2CCOCC2)c(NS(=O)(=O)c2ccc(OC)cc2)c1 (configuration not stated)	-7	1.0	-3	-6	102	21*	-6	-2	5
CC(=O)c1cc(C)ccc1OC(=O)c1ccco1	0	-1.1	-2	-14	109	-1.1	-2	6	34
COc1ccc(C(=O)COC(=O)CCS(=O)(=O)c2ccc(C)cc2)c(OC)c1	-3	-1.8	x	x	x	0.6	-3	x	x
Cc1snc(SCc2ccc(Cl)cc2)c1C#N	-5	-1.3	-1	-14	102	-1.1	-7	3	28
O=C1NC2(CCCCC2)C(=O)N1Cc1cccc(C(F)(F)F)c1	4	-0.7	-2	0	99	0.0	-10	3	-13
CC(C)Cc1nc2oc3c(=O)[nH]cnc3c2c2c1CCC2	-2	-2.7	0	2	103	0.0	-5	-1	15
CCCCn1c(SCc2ccccn2)nc2c1c(=O)n(C)c(=O)n2C	0	0.2	11	-16	103	1.8	-9	-3	8
CCOC(=O)c1c(NC(=O)COc2ccccc2)sc2c1CC(C)(C)NC2(C)C	-6	3.0	0	6	99	0.1	-9	-1	24
O=C(C[n+]1cc(Br)cc(Br)c1)c1ccc(-c2ccccc2)cc1	-13	0.6	2	-1	109	0.6	-5	7	18
Cc1cc(C(C)(C)C)cc(C)c1C[n+]1ccc2ccccc2c1	-4	-0.6	-8	32	114	-0.3	-14	9	13
CC(=O)N1CCN(c2ccc(Oc3ncnc4sccc34)cc2)CC1	-3	4.5	-5	-13	98	1.2	-3	1	-10
COC(=O)/C(=C/c1ccccc1)NC(=O)c1ccco1	-3	-1.2	-1	-7	103	-0.2	-1	1	29
COc1ccc(OC)c(S(=O)(=O)Nc2ccc(C)c(C)c2)c1	-7	0.0	2	-2	98	0.6	-9	1	2
COc1cc(/C=C(/Sc2nnc(-c3ccc(F)cc3)o2)C(=O)O)ccc1OC(F)F	-1	-1.0	6	-10	98	1.2	-15	0	2
CCNc1c(NS(=O)(=O)c2ccc(F)c(Cl)c2)c(=O)oc2ccccc12	-11	1.0	5	-7	99	0.2	1	0	24
CC(C)(C)CC(C)(C)NC(=O)c1ccc2snnc2c1	-7	-3.0	-8	-7	102	-1.1	-12	0	x
COc1ccc(N(C)S(=O)(=O)c2ccc(C)cc2)c([N+](=O)[O-])c1	-8	-1.0	2	10	95	0.1	-4	-4	0
CCC(C)C(=O)Nc1nnc(SCC(=O)N2C(C)CCCC2C)s1 (configuration not stated)	-6	1.1	-2	-4	95	0.5	-10	-4	7
Cn1c(=O)c2ccccc2n2c(=S)[nH]nc12	-8	0.8	25	-5	102	0.2	5	3	-26
O=[N+]([O-])c1ccc2nc(NS(=O)(=O)c3ccc(F)cc3)sc2c1	-9	-0.7	-11	-5	101	-0.4	-16	3	9
COc1ccc(-c2[nH]c(-c3ccc(SC)cc3)nc2SCC(=O)Nc2nccs2)cc1	-6	-2.5	-3	-2	111	-0.9	-9	-1	32
Cc1n[nH]c(C)c1S(=O)(=O)N1CCN(c2ccccn2)CC1	-1	-1.2	-15	2	105	-0.9	-13	4	0
O=C(/C=C/c1ccc(Cl)cc1)NCCN1CCOCC1	2	1.1	-10	-2	106	0.9	-4	1	-5
Cc1cc(C(=O)N/N=C/c2ccccc2)c(C)o1	5	0.5	-9	-8	102	-0.1	2	8	-3
COc1ccc(NS(=O)(=O)c2cccc3nonc23)c(OC)c1	-2	-0.3	-4	2	97	0.7	-1	-3	18
CN1CCN(C(=O)C2=C[C@H](c3ccc(C(F)(F)F)cc3)C[C@H](OCc3ccc(CO)cc3)O2)CC1	-6	1.9	0	5	95	3.1	-8	2	-29
CCOC(=O)c1cc(S(=O)(=O)NCCc2ccccc2)cn1C	2	1.4	-12	3	100	1.5	-10	-4	7
CCc1sc(C(=O)N2CCN(c3ccc(F)cc3)CC2)cc1C	-10	-2.0	-5	-3	96	1.6	-1	-2	-4
CCNC(=O)CC1C(=O)N(c2ccccc2)C(=O)N1CCc1ccc(OC)cc1 (configuration not stated)	7	-0.1	4	-1	106	0.4	-3	13	26
COc1ccc(OC)c(-c2[nH]nc3c2C(c2ccco2)C(C#N)=C(N)O3)c1 (configuration not stated)	7	1.4	6	-10	97	-0.3	-10	-1	0
CCOC(=O)N1CCN(C(=O)CCCOc2ccccc2)CC1	-9	0.0	-4	1	106	-0.2	-4	4	15
O=C(CN(C(=O)CCC(=O)Nc1ccccn1)c1cccc(F)c1)NCc1ccco1	-7	-0.3	1	-5	103	0.1	-6	9	11
Cc1nc2ccccc2n1CCN1CCOCC1	-5	0.3	4	-12	98	1.2	-16	5	5
O=S(=O)(c1ccccc1)N1CCN(C(=S)NCCCN2CCOCC2)CC1	-6	0.4	4	-16	96	-0.3	-13	-1	7
COc1ccccc1CNC(=O)c1cn(C)c2ccc(S(=O)(=O)N3CCCCC3)cc2c1=O	3	-1.8	-4	-2	108	0.3	-17	192*	12
Cc1cccc2c(=O)cc(C(F)(F)F)[nH]c12	-2	12	-2	-13	94	15	-7	-11	2
Cc1ccc2oc(=O)c3cc(C(=O)NCCCN4CCCCCC4)sc3c2c1	-8	0.1	22	3	132	1.4	5	7	20
Cc1ccc(C(=O)NNC(=O)c2ccncc2)cc1S(=O)(=O)N1CCOCC1	3	1.0	x	x	x	0.1	2	x	x
Cc1nn(Cc2cccc(C(=O)Nc3ccn(Cc4ccccc4F)n3)c2)c(C)c1[N+](=O)[O-]	-4	1.0	1	-4	104	-0.3	-8	3	30
CC(C(=O)O)C(=O)O	-4	0.2	x	x	x	0.9	-5	x	x
Nc1nc(Cl)nc2ccc(Br)cc12	-4	-0.5	-11	-11	89	1.4	-6	-2	39
O=[N+]([O-])c1ncccc1OCc1ccc(Cl)c(Cl)c1	-11	3.9	6	-4	96	4.2	-9	0	6
COc1ccc(N2CCCn3c2nc2c3c(=O)n(Cc3ccccc3F)c(=O)n2C)c(OC)c1	-3	-2.7	12	-2	109	-1.3	-11	1	0
Cc1ccc(-c2nnn(CC(=O)N(CC3CCCO3)C(C(=O)NC3CCCCC3)c3ccc(F)cc3)n2)o1 (configuration not stated)	-4	-2.0	5	-9	95	-0.6	3	4	-14
CN1CCN(S(=O)(=O)c2ccc(NC(=O)Cc3cccs3)cc2)CC1	x	0.5	7	-14	100	0.8	-7	4	20
c1cnc2nc(-c3ccc4c(c3)OCO4)cn2c1	4	-0.8	-1	-16	100	-0.6	0	3	-20
C=C1c2ccccc2NC(=S)N1Cc1ccc2c(c1)OCO2	-5	-1.6	32*	1	93	0.5	-18	-6	-8
COc1ccccc1N1CCN(CCN2C(=O)C3CCCCN3C2=O)CC1 (configuration not stated)	-7	-0.9	-3	5	101	0.1	-17	0	25
Cc1nc2c(-c3ccc(F)cc3)c(C)nn2c(C)c1CCC(=O)Nc1ccccc1	-5	-0.2	-1	-6	83	0.6	-7	-20	x
O=C(c1ccc(NS(=O)(=O)c2cccc3cccnc23)cc1)N1CCCCC1	-4	0.1	-9	-8	98	1.9	-16	0	-8
CCN(CC)S(=O)(=O)c1ccc(C(=O)NCc2ccc3[nH]c4c(c3c2)CCCC4)cc1	x	-1.0	9	-21	99	0.1	-7	11	15
CC(=O)c1cc2c(C)cc(=O)oc2cc1O	-7	0.1	0	-1	101	0.8	-6	1	-4
COc1ccc2oc(=O)cc(-c3cc4cccc(OC)c4o3)c2c1	-8	-1.2	-2	-10	92	-0.1	-9	-7	21
O=C1CCC([N+](=O)[O-])C(c2ccc3c(c2)OCO3)N1 (configuration not stated)	-3	-0.1	-11	0	87	0.4	-7	-10	3

No enrichment for hits, and some 4.1% of all compounds hit somewhere here.
